Rab9 promoter act – Rab9 promoter activation; Huh7 Rab9 promoter-luciferase reporter, luminescence, 24 h; AID 485297; actives 2.8% (n = 320,000); Potency, µM (highest dose often 9.22 µM), for the others: top-dose activation, negative = inhibition, actives largely listed as activators; further: % of control where 0% means no effect; nearly all actives have a fitted effect of over 60% in size
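Huh7 cells stably carrying a Rab9 promoter-luciferase reporter, 1500 cells per well in OP-MEM I with 10% FBS, treated with compound 24 hours at 37C. Luciferase activity read by luminescence after 10 minutes with Amplite reagent.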
FLuc counter – inhibits or activates purified firefly luciferase, miR-21 counter-screen; AID 588342; P08659; purified FLuc, Km substrates, luminescence inhibition; actives 6.9% (n = 360,000); Potency, µM (series often up to 57.5 µM), inactives show at the top dose activity change, negative = inhibition, actives largely listed as inhibitors;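 further: plate controls were vehicle for no effect and reference inhibitor for full effect; nearly all actives have a fitted effect of over 55% in size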
Target sequence (P08659 whole entry, looked up): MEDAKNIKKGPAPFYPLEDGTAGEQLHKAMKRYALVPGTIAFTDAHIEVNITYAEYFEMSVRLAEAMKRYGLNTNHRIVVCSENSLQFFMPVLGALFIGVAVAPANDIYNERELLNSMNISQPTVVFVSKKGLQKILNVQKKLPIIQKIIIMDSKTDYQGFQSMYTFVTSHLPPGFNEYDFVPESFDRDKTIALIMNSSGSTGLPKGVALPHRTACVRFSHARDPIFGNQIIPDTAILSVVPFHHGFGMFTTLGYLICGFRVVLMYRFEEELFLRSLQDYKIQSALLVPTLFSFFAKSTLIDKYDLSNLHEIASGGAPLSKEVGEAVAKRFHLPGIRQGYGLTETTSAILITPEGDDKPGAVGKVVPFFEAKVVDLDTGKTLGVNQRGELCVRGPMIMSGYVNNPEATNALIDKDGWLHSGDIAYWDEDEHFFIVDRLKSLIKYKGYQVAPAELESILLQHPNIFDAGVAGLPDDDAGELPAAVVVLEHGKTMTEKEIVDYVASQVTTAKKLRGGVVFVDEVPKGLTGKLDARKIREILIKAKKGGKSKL
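Purified P. pyralis luciferase (10nM final) with 10uM D-luciferin and 10uM ATP (Km levels) in 50mM Tris acetate pH 7.5, 10mM Mg acetate, 0.01% Tween-20, 0.05% BSA; qHTS 6-point titration, ~60 µM downward; luminescence read.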
NPC1 prom act – activators of NPC1 promoter; Huh7 NPC1 promoter luciferase reporter, 24 h; Potency, µM (titrated, usually from 9.22 µM), for inactives: top-dose activation, most hits filed as activators; actives 2.4% (n = 320,000); AID 485313;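 further: % of control where 0% means no effect; nearly all actives have a fitted effect of over 60% in size; reporter is driven by a mutant NPC1 promoter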
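Stable NPC1-promoter luciferase Huh7 line; cpd (DMSO) 24 h, 37 °C, 5% CO2; Amplite luciferase reagent 10 min RT; luminescence readout. qHTS format.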
p53 reactivation – restores transcriptional activity of mutant p53; actives 0.063% (n = 320,000); Potency, µM (top dose mostly 92.2 µM), without a hit: at the highest dose activity change, positive = activation, hits mostly activators; H1299 p53-A138V BP100-luciferase reporter, luminescence, 24 h; further: % of control where 0% means no effect; nearly all actives have a fitted effect of over 45% in size
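p53-null H1299 cells stably carrying temperature-sensitive p53-A138V and a BP100-luciferase reporter were pinned with compounds (4-point, 1:5 series) and held 24 hrs at 37 deg C. Luminescence was read 10 min after detection reagent.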
BRCA1 expr act – BRCA1 expression activation. Potency, µM (highest dose often 46.1 µM), without a hit: top-dose activation, actives largely listed as activators. MCF7-BRCA1-FFLuc reporter, luminescence, 48 h; response scale: scaled: vehicle 0%, 10 µM genistein 100%. actives 1.1% (n = 380,000); further: nearly all actives have a fitted effect of over 80% in size; some results filed as inactive show a strong effect at the top dose
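Quantitative HTS in MCF7 cells stably reporting BRCA1 expression via firefly luciferase. Compound treatment lasts 48 h at 37 °C in phenol-red free MEM. Activation is expressed relative to genistein at 10 microM and DMSO.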
MLL CXXC-DNA inh – blocks binding of human MLL CXXC domain to DNA; actives 0.037% (n = 290,000); MLL-CXXC / FITC-HOXA9 DNA fluorescence polarization; Potency, µM (titrated, usually from 115 µM), for the others: at the top dose activity change, negative = inhibition, usual class: inhibitors; Q03164; active means well fitted inhibition curve with a large enough effect in the polarisation, with a control signal flat, not every such curve was filed as active; inconclusive means small, poorly fitted or top-dose-only effect, or effect the other way, or a change in a side signal; inactive means no such curve, though single readings can be large or run the other way; the % refers to the polarisation
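Purified MLL-CXXC (added from a 7 uM solution) was preincubated 5 min at ambient with pinned compounds in 50 mM Tris-HCl pH 7.5, 50 mM NaCl, 1 mM DTT, 0.05% BSA. Fluorescein-labeled HOX-A9 DNA (50 nM solution) followed, 30 min, then polarization read.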
uPA generation – inhibitors of cell surface uPA generation; actives 0.31% (n = 330,000); Potency, µM (top dose mostly 38.3 µM), inactives show top-dose activity change, negative = inhibition, hits mostly inhibitors; cell surface uPA generation assay, qHTS; active means well fitted inhibition curve with a large enough effect; inconclusive means small, poorly fitted or top-dose-only effect; inactive means no such curve, though single readings can be large or run the other way; tested in mouse RAW 264.7 cells; further: on the % scale 0 is the no-effect control and ±100 the full control effect; nearly all actives have a fitted effect of over 55% in size
ELG1 genotoxic – induces genotoxicity in HEK293T cells with luciferase-tagged ELG1; HEK293T ELG1-luciferase reporter, luminescence, 16 h; Potency, µM (titrated, usually from 46 µM), inactives show at the top dose activity change, positive = activation, hits mostly activators; actives 1.3% (n = 330,000); AID 504466; further: % of control where 0% means no effect; nearly all actives have a fitted effect of over 60% in size
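DMSO vehicle served as control against compound-treated ELG1-luciferase HEK293T cells; exposure lasted 16 hr at 37 °C and 5% CO2, followed by ONE-Glo luminescence detection after 30 min.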
RORgamma inh – inhibitors of mouse ROR gamma transcriptional activity | P51450 | Drosophila S2 Gal4-RORgamma UAS-luciferase reporter, 20 h | Potency, µM (series often up to 53.6 µM), without a hit: at the highest dose activity change, negative = inhibition, hits mostly inhibitors | actives 5.4% (n = 310,000) | AID 2551; further: on the % scale 0 is the no-effect control and ±100 the full control effect; nearly all actives have a fitted effect of over 60% in size
Target sequence (P51450 whole entry, looked up, the tested form may be a part): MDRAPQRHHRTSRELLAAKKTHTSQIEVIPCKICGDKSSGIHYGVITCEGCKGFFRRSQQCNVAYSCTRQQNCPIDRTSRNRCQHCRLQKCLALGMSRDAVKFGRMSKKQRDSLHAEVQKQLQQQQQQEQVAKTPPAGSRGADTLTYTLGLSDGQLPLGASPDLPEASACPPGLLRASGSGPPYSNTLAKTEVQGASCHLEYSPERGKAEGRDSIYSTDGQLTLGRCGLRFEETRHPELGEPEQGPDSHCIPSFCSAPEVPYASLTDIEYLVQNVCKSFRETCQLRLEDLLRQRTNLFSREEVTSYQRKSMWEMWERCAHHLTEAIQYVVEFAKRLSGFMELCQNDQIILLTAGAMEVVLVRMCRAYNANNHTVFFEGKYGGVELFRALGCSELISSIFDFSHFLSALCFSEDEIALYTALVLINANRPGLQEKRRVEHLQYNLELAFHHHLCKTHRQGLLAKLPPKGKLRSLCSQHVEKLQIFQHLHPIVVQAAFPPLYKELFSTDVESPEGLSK
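In this cell-based reporter format, copper sulfate (700 uM final) drives Gal4–ROR gamma fusion expression from a metallothionein promoter in Drosophila Schneider cells; compounds preincubated 1 hr, reporter read after 20 hr at ambient temperature.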
VP16 counter – counter-screen for ROR gamma inhibitors: Gal4-VP16 reporter; Drosophila S2 Gal4-VP16 UAS-luciferase, luminescence, 20 h; Potency, µM (highest dose often 53.6 µM), without a hit: at the top dose activity, negative = inhibition, actives largely listed as inhibitors; actives 3.5% (n = 310,000);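 further: Gal4-VP16 expression switched on by copper sulfate through the metallothionein promoter; on the % scale 0 is the no-effect control and ±100 the full control effect; nearly all actives have a fitted effect of over 50% in size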
MBNL1 CUG block – MBNL1-poly(CUG) RNA binding inhibition; Q9NR56; TR-FRET MBNL1-His/biotin-(CUG)12 binding, 665/545 ratio; Potency, µM (series often up to 57.5 µM), inactives show at the highest dose activity change, negative = inhibition, actives largely listed as inhibitors; actives 0.036% (n = 280,000); AID 2675; active means well fitted inhibition curve with a large enough effect in the signal ratio, with a control signal flat, not every such curve was filed as active; inconclusive means small, poorly fitted or top-dose-only effect, or effect the other way, or a change in a side signal; inactive means no such curve, though single readings can be large or run the other way; the % refers to the signal ratio; further: on the % scale 0 is the no-effect control and ±100 the full control effect
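TR-FRET between His-tagged MBNL1 and biotin-(CUG)12 RNA, detected with Tb anti-His antibody (0.055 ng/ul) and streptavidin-XL665 (5 nM), 60 min at room temperature. Compounds titrated 92 nM to 58 uM; 665/545 nm ratio normalized to buffer and complex controls.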
Active calls of the source: *; ? = inconclusive; / = no result given; & = joins results of further samples; [ ] = dose if it differs, or a comment. Unless noted, the call rests on the fitted dose curve; in most records, active means well fitted curve in the direction sought with a large enough effect; inconclusive means small, poorly fitted or top-dose-only effect, or another doubt; inactive means no such curve, though single readings can be large; an effect the other way counts as inactive or inconclusive. Potency means the concentration at half of the fitted maximal effect.

Value order: Rab9 promoter act | FLuc counter | NPC1 prom act | p53 reactivation | BRCA1 expr act | MLL CXXC-DNA inh | uPA generation | ELG1 genotoxic | RORgamma inh | VP16 counter | MBNL1 CUG block
COCC(=O)N/N=C(\C)CC(=O)Nc1ccccc1C(N)=O
 : 3% | 2% | -2% | 3% | -19% | 3% | 4% | 1% | -27% | -8% | -4%
CCN1C(=O)[C@H]2[C@@H](c3ccc(OC)cc3)N3C(=O)CN(Cc4ccccc4)C(=O)[C@@]3(Cc3ccccc3)[C@H]2C1=O
 : -1% | 1% | -1% | 12% | 6% | -3% | 4% | -2% | 6% | 0% | -4%
CCn1c(SCC(=O)c2c(N)n(C3CC3)c(=O)[nH]c2=O)nnc1-c1ccccc1OC
 : -7% | 2% | -1% | -7% | -1% | / | 0% | 1% | / | / | /
CCOC(=O)c1c(NC(=O)COc2ccccc2C#N)sc2c1CC(C)(C)NC2(C)C
 : -1% | -1% | -7% | 24% | -16% | 4% | 32%[activator] | -10% | ? | ? | 0%
Cn1nc(-c2ccc(S(N)(=O)=O)s2)cc1C(F)(F)F
 : -6% | 4% | -1% | -4% | 1% | -4% | -1% | -9% | -6% | 2% | /
CC(C(=O)Nc1ccccn1)N1C(=O)c2ccccc2S1(=O)=O (configuration not stated)
 : 2% | 6% | 1% | -2% | -7% | / | -3% | 3% | / | / | /
COc1ccccc1C(=O)COC(=O)/C=C/c1ccccc1
 : 26% | 13µM* | 26% | 17% | 36% | -1% | 12% | 20% | 34% | 0% | 0%
CC(CCN1CCN=C1Nc1ccccc1)c1ccccc1 (configuration not stated)
 : 0% | 2% | 1% | 6% | -13% | -5% | -11% | -2% | -15% | -10% | -4%
NC1=NC2(CCCCC2)N(c2cccc(Cl)c2)C(N)=N1
 : -1% | 0% | 1% | 3% | -5% | 10% | / | -1% | -7% | -4% | 2%
CC(=O)N1CCN(S(=O)(=O)c2c(C)n(C)c(=O)n(C)c2=O)CC1
 : 9% | 9% | 5% | 4% | -7% | -2% | 9% | 1% | 0% | 5% | 1%
CC(C)COc1cccc(-c2cc(C(=O)Nc3ccon3)c3ccccc3n2)c1
 : 0% | ? | -2% | 5% | -51% | 5% | 3% | -19% | ? | 28µM* | -6%
COC(=O)C1=C(O)/C(=C\c2ccc(CNS(=O)(=O)c3ccccc3)o2)N=C1C
 : 14% | 1% | 9% | 2% | -15% | 13% | -2% | 0% | 4% | 3% | /
Cc1cc(C(=O)C(=O)N(C)C)c(C)n1-c1ccc(Cl)cc1
 : -5% | -2% | -4% | 0% | -1% | -1% | 5% | -6% | 18% | 1% | 1%
CCC(Cc1ccccc1)NC(=O)CCc1ccccc1 (configuration not stated)
 : 0% | -1% | -4% | / | -21% | -5% | 3% | 0% | / | / | 0%
CC(=O)N(CCC1(c2ccc(C)cc2)CCOC(C(C)C)C1)Cc1ccco1 (configuration not stated)
 : -3% | -10% | -2% | -2% | -23% | -2% | -2% | -5% | 9% | 7% | -8%
COC(=O)[C@H](Cc1ccccc1)NC(=O)O[C@@H]1C(=O)c2cc(OC)ccc2O[C@H]1c1ccc(OC)c(Br)c1
 : -3% | -9% | 0% | -1% | / | 11% | / | 1% | -6%&20% | 1%&-1% | 77%[activator]
O=C(CN1CCN(C(=O)N2CCCCC2)CC1)Nc1ccc(F)cc1
 : -4% | 3% | -3% | -4% | -3% | -15% | 1% | -5% | 34% | 1% | -1%
O=C(Cn1ccc(C(F)(F)F)n1)N/N=C/c1ccc2c(c1)OCO2
 : 6% | 19µM* | 23% | -8% | 23% | 1% | 4% | ? | -1% | -15% | 14%
COCC(=O)NCCc1ccc(S(N)(=O)=O)cc1
 : 3% | 2% | 1% | -6% | -5% | 9% | 2% | -1% | -5% | 0% | -11%
Cc1cccc(NC(=O)C(=O)NCCc2c[nH]c3ccccc23)c1C
 : -1% | 2% | -6% | -6% | -1% | 6% | 2% | 3% | 15% | -8% | -10%

Ordered by number of heavy atoms (lowest first): 3 of the compounds above
Value order: Rab9 promoter act | FLuc counter | NPC1 prom act | p53 reactivation | BRCA1 expr act | MLL CXXC-DNA inh | uPA generation | ELG1 genotoxic | RORgamma inh | VP16 counter | MBNL1 CUG block
Cc1cc(C(=O)C(=O)N(C)C)c(C)n1-c1ccc(Cl)cc1
 : -5% | -2% | -4% | 0% | -1% | -1% | 5% | -6% | 18% | 1% | 1%
O=C(CN1CCN(C(=O)N2CCCCC2)CC1)Nc1ccc(F)cc1
 : -4% | 3% | -3% | -4% | -3% | -15% | 1% | -5% | 34% | 1% | -1%
CC(C)COc1cccc(-c2cc(C(=O)Nc3ccon3)c3ccccc3n2)c1
 : 0% | ? | -2% | 5% | -51% | 5% | 3% | -19% | ? | 28µM* | -6%

Next entries
Value order: Rab9 promoter act | FLuc counter | NPC1 prom act | p53 reactivation | BRCA1 expr act | MLL CXXC-DNA inh | uPA generation | ELG1 genotoxic | RORgamma inh | VP16 counter | MBNL1 CUG block
CN1C(=O)NC2(O)C(=O)c3ccccc3C12O (configuration not stated)
 : 2% | 7% | 1% | -7% | -5% | 0% | 0% | -2% | -9% | -3% | -2%
O=C(NC1CCCCC1)C1CCC(=O)N(C2CC2)C1 (configuration not stated)
 : -2% | 2% | 1% | 2% | 0% | -17% | 12% | 8% | -7% | 0% | 2%
CC(=O)Nc1cccc(NC(=O)Cc2ccc3ccccc3c2)c1
 : 4% | -22% | 2% | -35%[inhibitor] | -9% | -7% | 0% | 0% | -14% | -3% | 14%
O=C(Cc1ccccc1)Nc1ccccc1C(=O)N1CCN(c2ccccc2)CC1
 : 5% | 5% | 1% | 23% | -15% | 8% | 0% | -2% | ? | 3% | -4%
CC1CC(C)CN(CCOc2ccccc2-c2ccccc2)C1 (configuration not stated)
 : -3% | 6% | -7% | -6% | -22% | -5% | 3% | -4% | 17% | 3% | -31%
CCSC1(SCC)N=C(N)C2(C#N)C(c3ccc(F)cc3)C12C#N (configuration not stated)
 : 1% | 4% | -2% | -21% | 14% | 14% | -14% | ? | ? | ? | 3%
CCOc1cc(CNC2CCCC2)cc(Cl)c1OCc1ccccc1
 : -14% | 5% | 3% | -14% | -83% | ? | -3% | -5% | 0% | -26% | -3%
CCOc1ccc(S(=O)(=O)Nc2ccc(O)c(Sc3ncn[nH]3)c2)cc1
 : 0% | -1% | -4% | 8% | -22% | -11% | -4% | -5% | ? | 3.5µM* | -14%
CCOC(=O)C1CCN(C(=O)c2cc3c(-c4ccc(OC)c(OC)c4)nn(C)c3s2)CC1
 : 7% | -13% | -2% | 4% | 2% | -6% | 2% | -2% | 1% | -6% | -9%
Cc1ccc2c(c1)N(CCC(=O)NCCN1CCOCC1)C(=O)CO2
 : 5% | -2% | 2% | -1% | 0%[1.84 µM] | 5% | 4% | -1% | 7% | -6% | 8%
CN(C)c1ccc(C2Nc3ccccc3C(=O)N2NS(C)(=O)=O)cc1 (configuration not stated)
 : -2% | -11% | -5% | 8% | 20% | -7% | 4% | 8% | 17% | -3% | -4%
Clc1ccc2c(c1)-c1nnc(Br)n1-c1ccccc1S2
 : -4% | 4% | -6% | -15% | -33% | 4% | 10% | -4% | ? | -2% | 11%
CN(C(=O)CN1C(=O)NC2(CCc3ccccc32)C1=O)C1CCS(=O)(=O)C1 (configuration not stated)
 : 0% | -7% | 2% | 1% | 1% | / | 2% | -11% | / | / | /
COc1ccccc1C(=O)COC(=O)CSC(C)C(=O)Nc1cc(C)on1 (configuration not stated)
 : 1% | 1% | -1% | -2% | -5% | / | 6% | 3% | / | / | /
Cc1cc(C)cc(-n2ncc3c2CCCC3NC(=O)c2cc(C)[nH]n2)c1 (configuration not stated)
 : 2% | 2% | -1% | -23% | -34% | 9% | -2% | -5% | 10% | -7% | 2%
COc1ccc(CCNc2ccc(C)cc2)cc1
 : -2% | -18% | 4% | 14% | 22% | -2% | 4% | 13% | 16% | -9% | 1%

Ordered by value in Rab9 promoter act (ascending): 3 of the compounds above.
| Structure | Rab9 promoter act |
| --- | --- |
| Clc1ccc2c(c1)-c1nnc(Br)n1-c1ccccc1S2 | -4% |
| CN(C(=O)CN1C(=O)NC2(CCc3ccccc32)C1=O)C1CCS(=O)(=O)C1 (configuration not stated) | 0% |
| COc1ccccc1C(=O)COC(=O)CSC(C)C(=O)Nc1cc(C)on1 (configuration not stated) | 1% |

An excerpt (hit frequency here may not be typical).
